# Apaf1 inhib: inhibitors of human Apaf-1 apoptosome; AID 489030; reconstituted apoptosome caspase-3 activity, DEVD-Rh110 fluorescence; inhibition, % at 20 µM; 330,000 tested, 0.71% active; active = inhibition of at least 40% at 20 µM;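 note: plate controls were DMSO wells for no effect and DEVD-CHO caspase inhibitor wells for full effect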
#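 Assay system – apoptosome proteins · Medium – Hepes buffer, pH 7.5 · Also added – cytochrome c with DEVD-Rh110 · Timing – 30 min compound preincubation, 50 min activation, room temperature · Detection – Rh110 fluorescence, excitation 480 nm, emission 540 nm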
# 697 NFkB inh: lowers PMA/ionomycin-induced NF-kB signal in 697 B cells; 697 B-cell NF-kB luciferase reporter, 16 h; 330,000 tested, 0.33% active; inhibition, % at 4 µM; AID 435022; in the data active = inhibition above about 35%
# SENP7 inh: inhibitors of human SENP7 protease; Q9BQF6; recombinant SENP7, Z-RLRGG-aminoluciferin luminescence, 40 min; inhibition, % at 5 µM; 330,000 tested, 1.5% active; AID 434973;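 active = inhibition above about 50% at the single test dose, limit read from the data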;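 note: plate controls were DMSO with enzyme for no effect and no enzyme buffer wells for full effect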
# Jurkat NFkB inh: inhibitors of the PMA/ionomycin-induced NF-kB reporter in Jurkat cells | PMA/ionomycin-induced NF-kB luciferase reporter, luminescence | inhibition, % at 4 µM | 330,000 tested, 0.53% active | AID 435003
# Gli-Sufu antag: blocks Gli-Sufu signaling in a luciferase reporter; Sufu-KO-LIGHT fibroblasts, Gli luciferase reporter luminescence; inhibition, % at 5 µM; 340,000 tested, 0.74% active;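 active = inhibition above about 55%, limit read from the data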;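 note: 0% = DMSO-treated cells and 100% = wells with medium but no cells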
# SENP8 block: blocks the human protease SENP8 | Q96LD8 | 330,000 tested, 1.2% active | AID 2540 | purified SENP8, Z-RLRGG-aminoluciferin cleavage, luminescence | inhibition, % at 10 µM
# HKDC1 inhibitor: HKDC1 (human) hexokinase inhibition; Q2TB90; recombinant HKDC1, G6PDH/diaphorase resazurin coupled fluorescence; 340,000 tested, 0.16% active; inhibition, % at 20 µM;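 active = inhibition above about 35% when tested at 20 µM, limit read from the data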;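 note: plate controls were DMSO wells with enzyme for no effect and DMSO wells lacking enzyme for full effect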
# Target sequence (Q2TB90 whole entry, looked up): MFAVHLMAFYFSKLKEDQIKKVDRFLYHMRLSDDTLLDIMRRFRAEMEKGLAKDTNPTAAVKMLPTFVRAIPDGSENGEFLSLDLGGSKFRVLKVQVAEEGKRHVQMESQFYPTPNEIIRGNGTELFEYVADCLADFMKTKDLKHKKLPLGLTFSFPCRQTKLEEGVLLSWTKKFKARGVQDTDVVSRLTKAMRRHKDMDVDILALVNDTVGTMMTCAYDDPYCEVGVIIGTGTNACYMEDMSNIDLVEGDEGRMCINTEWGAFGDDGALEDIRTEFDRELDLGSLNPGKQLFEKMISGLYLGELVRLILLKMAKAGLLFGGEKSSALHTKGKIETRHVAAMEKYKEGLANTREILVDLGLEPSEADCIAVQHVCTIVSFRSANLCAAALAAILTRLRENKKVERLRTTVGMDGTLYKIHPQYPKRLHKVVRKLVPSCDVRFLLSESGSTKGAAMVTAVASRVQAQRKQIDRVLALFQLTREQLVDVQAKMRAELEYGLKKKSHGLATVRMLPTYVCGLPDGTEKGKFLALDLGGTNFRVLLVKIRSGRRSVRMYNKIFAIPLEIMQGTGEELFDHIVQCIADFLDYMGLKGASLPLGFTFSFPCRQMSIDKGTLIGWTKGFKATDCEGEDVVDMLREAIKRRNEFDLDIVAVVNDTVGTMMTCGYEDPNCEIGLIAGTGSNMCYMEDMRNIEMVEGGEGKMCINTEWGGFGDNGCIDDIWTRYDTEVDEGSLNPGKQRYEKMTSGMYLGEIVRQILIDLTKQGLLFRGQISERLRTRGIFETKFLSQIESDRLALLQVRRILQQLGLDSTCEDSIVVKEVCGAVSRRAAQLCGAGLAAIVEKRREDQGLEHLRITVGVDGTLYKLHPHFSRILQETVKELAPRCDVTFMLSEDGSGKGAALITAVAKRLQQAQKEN
#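 Test system: recombinant HKDC1 (HK5) hexokinase enzyme, produced in-house / Doses: 20 µM test compound, 1% DMSO / Timing: 90 min, room temperature / Detection: G6PDH/diaphorase-coupled fluorescence, 1 mM NADP, 100 µM resazurin, 525/613 nm / Control set: DMSO wells with and without enzyme mix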
# UBC13 inh: blocks human UBC13 polyubiquitin chain formation | P61088 | 330,000 tested, 0.47% active | AID 485273 | TR-FRET | inhibition, % at 20 µM; in the data active = inhibition above about 45%, passing the limit was not always enough
# Target sequence (P61088 whole entry, looked up): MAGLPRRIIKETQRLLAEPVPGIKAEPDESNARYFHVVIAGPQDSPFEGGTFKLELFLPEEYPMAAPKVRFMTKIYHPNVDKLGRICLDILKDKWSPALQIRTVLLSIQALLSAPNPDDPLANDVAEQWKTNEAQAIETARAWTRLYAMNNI
# The depositor's hits bear a star; . = not tested or not shown. Cut-off read from the data, not from the text of the source, unless noted: active = inhibition above about 50%; inactive = the rest.
Molecule,Apaf1 inhib,697 NFkB inh,SENP7 inh,Jurkat NFkB inh,Gli-Sufu antag,SENP8 block,HKDC1 inhibitor,UBC13 inh
Cn1c(CNC(=O)c2ccccc2)nnc1SCC(=O)Nc1nccs1,-9.1,8.5,-5.0,0.5,-2.9,-10.1,0.1,-10.5
COc1ccc([C@@H]2[C@@H]3C(=O)N(C(C)(C)C)C(=O)[C@@H]3[C@]3(C)C(=O)N(c4cccc(Cl)c4)C(=O)N23)cc1,9.3,10.1,7.9,9.2,0.5,-5.5,-0.7,7.8
Cc1ccc2[nH]c(C)c(CCNC(=O)c3cc4cc([N+](=O)[O-])ccc4oc3=O)c2c1,13.0,-9.0,7.4,11.4,-4.6,-3.5,-9.2,-19.2
O=C(NCc1ccccc1)C(c1cccs1)N(Cc1cccs1)C(=O)c1cnccn1 (configuration not stated),-1.3,6.0,-5.6,9.1,5.8,-2.8,-1.9,2.8
COc1cc(C(=O)O)cc(NC(=O)c2ccco2)c1OC,-0.6,4.4,2.2,7.6,13.8,1.4,8.4,14.2
Nc1nc(Nc2ccccc2)n[nH]1,4.6,17.3,-2.3,-7.7,-3.3,-0.9,-5.5,2.3
O=C(COC(=O)c1ccccc1C(F)(F)F)NC(=O)NCc1ccco1,1.1,-2.8,6.1,-12.1,-6.4,5.5,-4.4,13.7
COc1ccc(C=O)cc1C1=CC(=O)C[C@H](c2ccc(Cl)cc2)C1,23.6,22.4,0.8,12.9,-2.8,9.4,3.1,-1.4
Nc1ccc(O)c2ccccc12,67.7*,-53.1,19.3,-49.1,.,18.7,.,-39.2
CN(CCn1ccnc1)Cc1cn(-c2ccccc2)nc1-c1ccc2c(c1)OCO2,6.5,-26.5,-11.3,5.3,0.7,-7.5,3.3,0.1
Cc1ccccc1C(=O)N1CCN(c2ccc(NC(=S)NC(=O)c3ccco3)cc2)CC1,22.7,18.3,2.7,-9.0,13.9,1.9,4.4,9.2
CCOc1c2ccc(C(=O)N[C@H](C)C3CCCCC3)cc2nn1CC,-4.7,18.0,4.1,6.6,-3.6,-6.7,-5.3,9.6
CCNc1nc(NCC)nc(N/N=C/c2ccc(N(C)C)cc2)n1,-14.7,12.7,1.4,8.2,-1.0,-5.4,-7.7,6.4
CCOc1ccc(NS(=O)(=O)c2cc(NC(=O)CCC(=O)c3cccs3)ccc2Cl)cc1,10.0,-20.1,7.6,-13.7,15.3,-1.0,1.2,-3.5
CC(=O)c1ccc(S(=O)(=O)Nc2ccc(-c3ccc4nncn4n3)cc2)cc1,0.5,10.2,2.5,2.4,-11.2,-5.5,6.4,-9.0
Cc1cccc(NC(=O)Nc2ccc(S(=O)(=O)Nc3onc(C)c3C)cc2)c1,-5.3,-16.5,48.7,-12.5,-24.3,83.1*,-3.7,0.3
O=C(CCN1C(=O)C2CC=C(Cl)CC2C1=O)NCc1ccccc1 (configuration not stated),-15.2,17.1,-0.2,9.7,11.0,6.5,2.2,4.2
Cc1ccc(S(=O)(=O)N2CC(C(=O)O)=CC[C@H]2c2ccc3c(c2)OCO3)cc1,0.7,14.9,6.1,13.1,-4.1,1.7,-5.0,0.5
Cc1ccc(CNC(=O)COc2ccc3c(c2)CCC3)cc1,15.6,7.1,6.6,8.7,4.8,-1.5,11.2,16.1
CCn1c2ccccc2c2cc(NC(=O)c3cccc([N+](=O)[O-])c3)ccc21,-3.7,-26.0,-8.5,-19.7,18.9,-5.6,1.7,-8.2

# Ordered by value in SENP7 inh (rising): six from the list above.
Structure,SENP7 inh
O=C(NCc1ccccc1)C(c1cccs1)N(Cc1cccs1)C(=O)c1cnccn1 (configuration not stated),-5.6
Cn1c(CNC(=O)c2ccccc2)nnc1SCC(=O)Nc1nccs1,-5.0
Cc1ccccc1C(=O)N1CCN(c2ccc(NC(=S)NC(=O)c3ccco3)cc2)CC1,2.7
CCOc1c2ccc(C(=O)N[C@H](C)C3CCCCC3)cc2nn1CC,4.1
Cc1ccc2[nH]c(C)c(CCNC(=O)c3cc4cc([N+](=O)[O-])ccc4oc3=O)c2c1,7.4
Nc1ccc(O)c2ccccc12,19.3

# Remaining list, next part.
Molecule,Apaf1 inhib,697 NFkB inh,SENP7 inh,Jurkat NFkB inh,Gli-Sufu antag,SENP8 block,HKDC1 inhibitor,UBC13 inh
Cc1ccc(NC(=O)CN2C(=O)NC3(CCC(C)CC3)C2=O)c(Cl)c1 (configuration not stated),0.0,10.8,7.6,-10.0,1.3,-0.5,-2.4,9.2
CC(C)c1ccc(NC(=O)Cc2ccc(NC3=NC4CS(=O)(=O)CC4S3)cc2)cc1 (configuration not stated),3.8,-3.3,-0.6,-2.2,-4.0,9.8,-1.0,3.1
CCc1ccc(OC(C)C(=O)N(Cc2ccccc2)C2CCS(=O)(=O)C2)cc1 (configuration not stated),7.8,1.0,6.9,-19.7,15.3,-2.0,0.7,3.0
CCOC(=O)CN1C(=O)c2ccccc2C1=O,4.4,9.8,-2.7,0.6,-4.3,-4.4,-1.1,3.1
CC(=O)Nc1ccc2nc(CN3CCN(Cc4ccc(F)cc4)C(CCO)C3)ccc2c1 (configuration not stated),-21.2,2.9,9.4,4.5,4.4,4.0,-1.3,4.3
Cc1n(Cc2ccccc2)c2ccccc2[n+]1Cc1ccccc1,-9.1,-11.8,-8.3,20.7,53.2,6.6,-9.9,1.0
COc1cc(C2=NOC(C(=O)Nc3cc(C)on3)C2)cc(OC)c1OC (configuration not stated),-11.8,16.7,1.0,3.6,6.9,-2.6,-2.3,4.3
O=C(c1ncn[nH]1)N1CCN(c2nc(-c3ccccc3)cs2)CC1,15.4,2.2,-0.7,-14.8,-1.0,-11.5,1.6,-11.1
COC(=O)CCC[C@H]1CC2(C[C@H](CCCO[Si](C)(C)C(C)(C)C)N1C(=O)OC(C)(C)C)OCCO2,26.1,8.7,4.2,-9.9,6.1,-2.4,-0.4,4.5
Cc1ccccc1-c1noc(-c2ccccc2C(=O)N2CCCC2)n1,1.4,-2.6,1.3,-1.1,-1.9,-1.1,-5.2,2.9
O=C(COC(=O)c1cc(Cl)ccc1[N+](=O)[O-])Nc1cccc2ccccc12,12.5,18.9,-0.3,10.0,-1.7,2.5,-3.4,4.6
CC(=O)c1cccc(NC(=O)C(C)OC(=O)C2CCC2)c1 (configuration not stated),-4.4,5.2,-6.5,-0.5,-21.0,6.8,-3.0,3.5
COc1ccc(NC(=O)COc2ccc3oc(=O)cc(C)c3c2)cc1,-0.7,7.3,4.7,-6.0,-0.6,-4.7,3.3,-5.6
Cc1ccc(C(=O)N2CCN(Cc3ccccc3)CC2)cc1S(=O)(=O)N1CCOCC1,5.5,8.8,-1.4,19.3,11.0,-3.2,7.6,0.7
C#Cc1ccc([C@H]2C=C(C(=O)O)O[C@@H](OCc3ccc(CO)cc3)C2)cc1,1.1,14.2,-10.7,5.7,-5.0,-3.3,-1.2,-10.1
CC(C)c1ccc(NC(=O)CCNS(=O)(=O)c2cccc3nsnc23)cc1,-8.9,-6.1,3.5,4.3,5.6,1.0,-10.9,-1.2
CCCCN1C(=O)CC(Sc2ccccc2C(=O)O)C1=O (configuration not stated),-9.2,-1.9,3.8,10.6,-2.2,6.2,6.9,4.7
Cc1cc(C)c(NC(=O)Cn2cc3c(n2)CCCC3)c(C)c1,-7.9,-1.3,16.9,-4.1,-5.5,-11.3,-5.5,-5.7
CC(C)Sc1n[nH]c(=O)n1-c1cccc(C(F)(F)F)c1,-24.0,-3.2,-8.1,16.4,0.0,1.4,0.7,7.1
C=CCn1c(C(CCCC)CC(C)O)n[nH]c1=S (configuration not stated),-1.5,13.0,4.8,13.6,21.5,5.2,-6.5,-0.5
C=CCC[C@@H](Cc1ccc(F)cc1)C(=O)OC[C@H](Cc1c[nH]c2ccccc12)NC(=O)[C@@H](CC=C)CC(=O)N[C@H](CO)Cc1ccccc1,15.9,-2.3,-6.8,4.7,5.3,-9.0,-2.7,-7.7
Cc1cc(C)n(Cc2ccc(Cl)cc2Cl)c(=O)c1S(=O)(=O)c1ccccc1,15.4,14.2,5.6,-17.7,.,-5.2,6.2,1.1
COc1cccc(-n2nc(C(=O)Nc3ccc4c(c3)OCO4)c3ccccc3c2=O)c1,9.7,21.4,-6.1,2.9,2.4,1.1,-1.5,-1.8
Cc1cc(C)c2nc(-c3ccco3)cc(C(=O)O)c2c1,5.1,2.2,3.6,7.4,-4.1,-8.0,3.2,10.8
COC(=O)c1c(NC(=O)COC(=O)[C@@H](NS(=O)(=O)c2cccc(Cl)c2)C(C)C)sc2c1CCC2,18.3,0.8,1.7,-30.3,10.1,-7.6,3.0,-10.9
CCN(CC)C(=O)C1=C(C)NC(=O)NC1c1c(F)cccc1Cl (configuration not stated),-3.0,-7.3,1.1,-2.9,2.3,1.6,-7.3,-0.8
O=C(Nc1cc(S(=O)(=O)N2CCOCC2)ccc1N1CCOCC1)c1cc2c(s1)CCC2,7.4,-1.9,-1.8,0.2,-10.5,-12.3,0.5,0.5
COc1c(F)c(F)c(C(=O)Nc2ccccc2N2CCN(C(=O)C(C)C)CC2)c(F)c1F,16.3,-0.7,-5.1,-23.1,5.0,-3.3,-6.5,-5.3
NNC(=O)c1nc[nH]c1C(=O)Nc1ccccc1,1.8,10.9,5.0,3.0,-2.8,0.7,3.7,-7.6
NC(=S)N=Nc1c(O)n(CC(=O)Nc2ccccc2)c2ccccc12,2.7,13.4,-1.7,10.1,2.0,9.2,1.4,-4.6
Cc1ccc(-c2c(C#N)c(N)nc3c2CCCCCC3)o1,-6.6,-5.7,-9.4,-2.1,11.6,-12.6,-4.4,9.6
Cc1nn(CC2CC2)c(=O)n1-c1ccc(Oc2ccccc2)cc1,9.5,-18.8,-6.8,0.4,1.3,-8.1,-6.6,-5.6
O=C(O)c1cccc(Nc2ncnc3ccc(Br)cc23)c1,0.2,12.4,3.1,7.5,3.0,5.4,-2.1,21.1
Cc1ccc(C(=O)CC2(O)C(=O)N(CCc3ccccc3)c3ccc(Br)cc32)o1 (configuration not stated),20.2,15.1,-3.7,5.3,-5.3,1.1,13.1,-3.9
CCOC(=O)CSc1ccc(C(=O)Nc2ccc(OC)cc2)cn1,3.0,8.2,-0.8,-9.8,-4.0,-0.5,-7.0,6.6
Cc1cccc(N2CCN(C(=O)c3c(Cl)cnn3C)CC2)c1C,-0.3,-13.5,-3.5,1.7,-1.0,-2.9,0.2,-3.9
Cc1cccc(/C=C/c2onc(C)c2S(=O)(=O)N2CCC(C(=O)N3CCC(C)CC3)CC2)c1,3.2,-31.6,6.8,-6.0,8.9,-6.5,-0.3,-9.6
COc1ccc(/C=C/C(=O)Nc2ccccc2C(=O)O)cc1,-22.6,-100.5,95.9*,-53.4,.,93.2*,6.1,-16.6
CS(=O)(=O)c1ccc(C(=O)OCC(=O)NC(=O)C2CCCCC2)cc1[N+](=O)[O-],8.0,2.8,3.1,-3.4,65.1*,1.7,14.9,2.1
CCN(CC)c1ccc2c(C)c(Cl)c(=O)oc2c1,14.7,20.9,4.2,0.4,-2.7,-4.7,9.1,11.1
CCn1c(=O)[nH]c2cc(C(=O)N3CCN(c4ccccc4)CC3)ccc2c1=O,-10.5,8.7,0.8,3.1,1.2,7.3,-5.9,7.9
O=C(N/N=C/C1CC=CCC1)c1ccc(O)cc1O (configuration not stated),-2.0,15.8,-2.1,3.1,-22.8,-2.2,-4.9,1.1

# Ordered by number of heavy atoms (highest first): part of the list above
Molecule,Apaf1 inhib,697 NFkB inh,SENP7 inh,Jurkat NFkB inh,Gli-Sufu antag,SENP8 block,HKDC1 inhibitor,UBC13 inh
Cc1cccc(/C=C/c2onc(C)c2S(=O)(=O)N2CCC(C(=O)N3CCC(C)CC3)CC2)c1,3.2,-31.6,6.8,-6.0,8.9,-6.5,-0.3,-9.6
Cc1ccc(-c2c(C#N)c(N)nc3c2CCCCCC3)o1,-6.6,-5.7,-9.4,-2.1,11.6,-12.6,-4.4,9.6
O=C(N/N=C/C1CC=CCC1)c1ccc(O)cc1O (configuration not stated),-2.0,15.8,-2.1,3.1,-22.8,-2.2,-4.9,1.1
